# S100A4 MyoIIA: inhibitors of S100A4-myosin IIA peptide binding, primary screen, biochemical, fluorescence polarization, TAMRA-MyoIIA peptide; 360,000 tested, 0.14% active; AID 652163, 2013; Protein S100-A4 (Homo sapiens), P26447; inhibition, % at 10.7 µM;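 active = mean inhibition of at least 70% across replicates, with every replicate also reaching that level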
#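 Compound dosing: one dose per compound; test system: human S100A4 monomer with TAMRA-labelled myosin IIA peptide; probe or stimulus: TAMRA-labelled myosin IIA heavy-chain peptide probe, 5 nM; medium: HEPES buffer with Ca2+, pH 7.2; schedule: 5 min incubation before reading; benchmarks: neutral control DMSO, positive control TFP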
# ERp5 block: inhibitors of ERp5-driven insulin aggregation, primary screen, biochemical, turbidity, absorbance 650 nm, single point; 350,000 tested, 0.05% active; Protein disulfide-isomerase A6 (Homo sapiens), Q15084; inhibition, % at 9.99 µM; 90 min;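 active = mean replicate inhibition above about 25%, with every replicate also reaching it, limit read from the data, passing the limit was not always enough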
# Target sequence (Q15084 whole entry, looked up): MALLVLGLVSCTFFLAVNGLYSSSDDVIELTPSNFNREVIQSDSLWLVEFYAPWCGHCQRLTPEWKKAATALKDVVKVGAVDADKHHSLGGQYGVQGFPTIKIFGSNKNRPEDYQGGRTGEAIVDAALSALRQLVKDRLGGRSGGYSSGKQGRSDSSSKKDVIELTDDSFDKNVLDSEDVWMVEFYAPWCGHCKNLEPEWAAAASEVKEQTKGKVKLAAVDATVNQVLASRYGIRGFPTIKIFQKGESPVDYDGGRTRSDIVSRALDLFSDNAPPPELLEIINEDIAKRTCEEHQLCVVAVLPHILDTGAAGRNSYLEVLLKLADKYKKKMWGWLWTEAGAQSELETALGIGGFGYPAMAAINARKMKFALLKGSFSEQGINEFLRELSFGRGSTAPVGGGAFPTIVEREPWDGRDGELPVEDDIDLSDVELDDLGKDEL
# RAD54 branch: inhibitors of human RAD54 branch migration, primary screen, biochemical, fluorescence, single point | RAD54 Holliday junction branch migration, FAM/BHQ fluorescence | 360,000 tested, 0.14% active | inhibition, % at 10.4 µM | AID 602329, 2012 | DNA repair and recombination protein RAD54-like (Homo sapiens), Q92698;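 active = mean normalized replicate activity at least 40 and at least half of replicates scoring 40 or more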;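 note: 0% = median of neutral control wells and 100% = median of positive control wells; inhibitors cause a drop in the FAM fluorescence signal; in these data hits start at about 50%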
# E-selectin induc: E-selectin induction in HUVECs, primary screen, imaging, HUVEC, immunofluorescence imaging, single point | activation, % at 7.58 µM | normalized: neutral wells 0, TNF-alpha wells 100 | 260,000 tested, 0.37% active | P16581 | AID 686992, 2013;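 active = mean E-selectin-positive cell signal at least 10% of the positive control, reached in at least 60% of replicates, without over 20% cell loss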;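 note: in these data hits start at about 27%; measured in HUVEC primary endothelial cells; signal is the percent of cells scored E-selectin positive by PE staining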
# Target sequence (P16581 whole entry, looked up): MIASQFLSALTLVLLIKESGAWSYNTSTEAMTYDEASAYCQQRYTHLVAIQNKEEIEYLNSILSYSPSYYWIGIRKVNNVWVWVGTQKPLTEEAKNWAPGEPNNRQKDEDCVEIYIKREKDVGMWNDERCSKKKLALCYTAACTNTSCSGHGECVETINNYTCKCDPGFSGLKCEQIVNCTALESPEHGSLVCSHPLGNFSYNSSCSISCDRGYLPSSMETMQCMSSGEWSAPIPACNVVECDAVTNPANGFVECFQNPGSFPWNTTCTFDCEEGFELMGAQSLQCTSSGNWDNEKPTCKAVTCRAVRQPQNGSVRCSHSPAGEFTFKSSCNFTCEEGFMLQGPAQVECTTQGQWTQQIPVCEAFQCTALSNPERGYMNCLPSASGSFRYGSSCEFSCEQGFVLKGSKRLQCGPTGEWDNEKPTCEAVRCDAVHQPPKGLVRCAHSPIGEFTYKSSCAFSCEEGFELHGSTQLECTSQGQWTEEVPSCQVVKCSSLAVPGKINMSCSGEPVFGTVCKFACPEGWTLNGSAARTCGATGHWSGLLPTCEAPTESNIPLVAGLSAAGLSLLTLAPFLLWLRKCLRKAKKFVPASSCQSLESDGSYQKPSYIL
#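 Read-out basis: % PE-positive cells; Test system: HUVEC primary endothelial cells; Technique: immunofluorescence imaging; Dosing: single-point compound dose.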
# Xi reactivation: activators of inactive X chromosome reactivation, primary screen, imaging, XiGFP fibroblasts, GFP high-content imaging, set 2; 360,000 tested, 0.055% active; XiGFP mouse fibroblasts, % GFP-positive cells imaging, 3 d; cells co-treated with 5-aza-dC sensitizer; scaled so ellipticine positive control = 100%; AID 743238, 2013; activation, % at 7.58 µM;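 active = mean normalized replicate activation at least 10% and every replicate at or above 10%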;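 note: 0% = median of on-plate neutral control wells and 100% = ellipticine 6 µM median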
#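 System: 68-5-11 XiGFP fibroblast line | Buffer or medium: DMEM containing 5-aza-dC | Compound: Single point | Times: Compounds 3 days, fix/stain 15 min at room temperature | Benchmarks: Positive control ellipticine, 6 µM final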
# ERAP1 HTS inh: human ERAP1 aminopeptidase inhibitors, primary screen, biochemical, single point, plate reader | inhibition, % at 10.7 µM | AID 652197, 2013 | Endoplasmic reticulum aminopeptidase 1 (Homo sapiens), Q9NZ08 | 340,000 tested, 0.15% active | recombinant ERAP1, Leu-AMC fluorescence, 60 min;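 active = mean replicate inhibition of at least 30%, or all replicates individually reaching that 30% level; inactive = mean below 30% and not every replicate reaching it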;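 note: 0% = neutral control wells and 100% = L-leucinethiol positive control wells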
# esBAF inh: Bmi1 luciferase reporter increase in mESCs, primary screen, esBAF inhibitor project, mouse ES cells, Bmi1 luciferase knock-in, single point; 24 h; 100% = twice the neutral-well signal; reporter increase, % at 12.5 µM; 350,000 tested, 2% active; in the data active = activation above about 40%;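 note: 0% = median of the plate's neutral control wells and 100% = double that signal; a rise in the Bmi1 reporter signal indicates esBAF inhibition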
# RAD52 inh: RAD52 DNA annealing inhibitors, primary screen, biochemical, FRET, single point, set 2; DNA repair protein RAD52 homolog (Homo sapiens), P43351; inhibition, % at 18.7 µM; 360,000 tested, 0.46% active; recombinant RAD52 DNA annealing, FRET fluorescence;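 active = every replicate showing at least 50% inhibition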
# The depositor's hits bear a star; . = no result given; & = joins results of further samples.
item | SMILES | S100A4 MyoIIA | ERp5 block | RAD54 branch | E-selectin induc | Xi reactivation | ERAP1 HTS inh | esBAF inh | RAD52 inh
1 | CC(=O)Nc1ccc(OCC(O)CNC(C)C)cc1 (configuration not stated) | 2.9 | -2.6 | 2.2 | -0.1 | 0.0 | -0.4 | -2.1 | -14.3
2 | O=C(Nc1ncc(Br)s1)C(Cc1ccccc1)n1cccc1 (configuration not stated) | -6.4 | -2.3 | -2.0 | . | 0.0 | 2.3 | 13.2 | -51.7
3 | COc1ccc(NC(=O)CN(C)C(=O)c2cccc(-n3cccc3)c2)cc1 | -6.6 | 5.5 | -9.4 | -0.1 | 0.0 | -1.4 | -10.0 | -9.9
4 | CCCC#Cc1ccc2c(c1)O[C@@H](CN(C)C(=O)NC(C)C)[C@@H](C)CN([C@H](C)CO)S2(=O)=O | -4.0 | -6.4 | 0.7 | 0.7 | -0.9 | -0.7 | 2.3 | 2.2
5 | COc1ccc2c3c(n(C)c2c1)[C@H](CO)N(C(=O)c1ccccn1)CC31CN(C(=O)c2ccccn2)C1 | 21.1 | -6.4 | . | -0.4 | 0.3 | -0.6 | . | -6.4
6 | C[C@@H]1CN([C@H](C)CO)C(=O)Cc2cc(NC(=O)Cn3cnnn3)ccc2O[C@@H]1CN(C)C(=O)Nc1ccccc1 | 1.7 | -2.2 | 8.0 | -0.1 | 0.0 | 5.4 | -5.4 | -3.5
7 | CCCNC(=O)Nc1cccc(C(=O)OC)c1 | -7.6 | -3.7 | . | 0.6 | 0.1 | -2.0 | . | 2.9
8 | CCC1=NN2C(=N)/C(=C/c3ccc(OS(=O)(=O)c4ccccc4)c(OC)c3)C(=O)N=C2S1 | -1.4 | 0.2 | -8.4 | 0.1 | 0.1 | 5.2 | 2.8 | -41.9
9 | COc1ccc(NC(=O)c2ccc(-c3nn(C)c(=O)c4ccccc34)cc2)cc1 | 13.3 | -7.6 | 0.9 | 2.0 | 0.8 | -3.4 | -0.1 | -29.4
10 | Cc1c(NS(C)(=O)=O)cccc1-c1nc2cccnc2s1 | 0.0 | -1.1 | -8.3 | 0.0 | 0.3 | 0.3 | 20.2 | -15.6
11 | COc1ccc(C(=O)N2C[C@H]3[C@@H](c4ccccc42)[C@H](CO)N3C(=O)c2ccc(F)cc2)cc1 | 0.2 | 4.9 | 0.1 | -0.2 | 0.4 | -1.4 | 3.8 | -13.7
12 | CC1CC(=O)c2ccccc2C1C (configuration not stated) | 1.5 | -6.9 | -1.7 | 9.1 | 0.1 | 0.0 | -12.0 | -10.4
13 | Cc1sc2nc(C)n(/N=C/c3ccc(O)cc3O)c(=O)c2c1C | 1.6 | -2.7 | . | . | 0.0 | 1.6 | . | -8.3
14 | O=C(C[C@@H]1CC[C@@H](NC(=O)C2CC2)[C@@H](CO)O1)Nc1nccs1 | 3.0 | 1.0 | -11.8 | -0.4 | -0.1 | -1.6 | -3.1 | 7.3
15 | C[C@H]1CCCCO[C@@H](CN(C)C(=O)c2ccncc2)[C@@H](C)CN([C@@H](C)CO)C(=O)c2cc(NC(=O)C3CCCCC3)ccc2O1 | 1.9 | -4.9 | 2.3 | 0.0 | 0.3 | -2.3 | -6.7 | -2.3
16 | C[C@H](CO)N1C[C@H](C)[C@@H](CN(C)Cc2ccc(-c3ccccc3)cc2)Oc2c(NS(=O)(=O)c3ccc(F)cc3)cccc2C1=O | -0.6 | 3.7 | -2.0 | 0.5&-0.6 | -0.5&0.1 | -2.9 | 18.8 | -13.7
17 | C=CCNC(=O)/C(=C/c1ccc(Br)cc1)NC(=O)c1ccccc1OC | 1.7 | -0.7 | . | . | 0.1 | 8.9 | . | -10.4
18 | Cc1noc(C)c1S(=O)(=O)Nc1ccc2c(c1)C(=O)N([C@H](C)CO)C[C@H](C)[C@H](CN(C)CC1CC1)OCCCC[C@@H](C)O2 | . | . | -6.4 | 0.0 | 0.1 | . | 1.3 | .
19 | CCOc1ccc(NS(=O)(=O)c2ccc(NC(=S)NC(C)=O)cc2)cc1 | 0.0 | -0.4 | . | . | 0.2 | 6.3 | . | -7.3
20 | CCN(CC)c1ccc(NS(=O)(=O)c2ccc(-c3ccc(=O)[nH]n3)o2)c(C)c1 | -3.4 | -3.8 | -7.1 | . | 0.0 | 2.6 | 2.5 | -20.0
21 | O=C(CCC(=O)Nc1ccc(F)cc1)N/N=C/c1ccc(Br)cc1 | -5.7 | 2.2 | 1.0 | . | 0.0 | 5.9 | -3.8 | -3.3
22 | COc1ccc(S(=O)(=O)Nc2ccc3c(c2)C(=O)N([C@@H](C)CO)C[C@@H](C)[C@@H](CN(C)S(=O)(=O)c2cccs2)OCCCC[C@H](C)O3)cc1 | -22.1 | -0.2 | 8.2 | . | 0.1 | 4.4 | 4.6 | -9.8
23 | CC(C)CC(N)c1csc(Nc2ccc(C(=O)N(C)Cc3ccccc3)cn2)n1 (configuration not stated) | 2.7 | 3.5 | 1.5 | 1.8 | 0.4 | 1.9 | -12.4 | -34.8
24 | C[C@@H]1CCCCO[C@H](CN(C)S(=O)(=O)c2ccc(Cl)cc2)[C@H](C)CN([C@H](C)CO)C(=O)c2cc(NS(=O)(=O)c3cn(C)cn3)ccc2O1 | -7.9 | -3.8 | -10.1 | 0.0 | -1.2 | -1.4 | 4.7 | 21.3
25 | O=C(Nc1ccc(F)cc1)N1CC(=O)N2[C@H](CO)[C@@H](c3ccc(C#Cc4cccnc4)cc3)[C@H]2C1 | 4.8 | -2.0 | . | -0.2 | 0.0 | -2.2 | . | -19.2

# Looked up by structure from the entries so far (5):
item | SMILES | S100A4 MyoIIA | ERp5 block | RAD54 branch | E-selectin induc | Xi reactivation | ERAP1 HTS inh | esBAF inh | RAD52 inh
19 | CCOc1ccc(NS(=O)(=O)c2ccc(NC(=S)NC(C)=O)cc2)cc1 | 0.0 | -0.4 | . | . | 0.2 | 6.3 | . | -7.3
9 | COc1ccc(NC(=O)c2ccc(-c3nn(C)c(=O)c4ccccc34)cc2)cc1 | 13.3 | -7.6 | 0.9 | 2.0 | 0.8 | -3.4 | -0.1 | -29.4
22 | COc1ccc(S(=O)(=O)Nc2ccc3c(c2)C(=O)N([C@@H](C)CO)C[C@@H](C)[C@@H](CN(C)S(=O)(=O)c2cccs2)OCCCC[C@H](C)O3)cc1 | -22.1 | -0.2 | 8.2 | . | 0.1 | 4.4 | 4.6 | -9.8
25 | O=C(Nc1ccc(F)cc1)N1CC(=O)N2[C@H](CO)[C@@H](c3ccc(C#Cc4cccnc4)cc3)[C@H]2C1 | 4.8 | -2.0 | . | -0.2 | 0.0 | -2.2 | . | -19.2
13 | Cc1sc2nc(C)n(/N=C/c3ccc(O)cc3O)c(=O)c2c1C | 1.6 | -2.7 | . | . | 0.0 | 1.6 | . | -8.3

# The list continues:
item | SMILES | S100A4 MyoIIA | ERp5 block | RAD54 branch | E-selectin induc | Xi reactivation | ERAP1 HTS inh | esBAF inh | RAD52 inh
26 | C/C(=C(\C#N)C(=O)NCCN1CCOCC1)N(C)C | -22.9 | 3.0 | . | . | . | 0.5 | . | -5.1
27 | O=C(NCc1ccccc1)c1ccc2nc(N3CCOCC3)sc2c1 | -4.2 | 7.3 | -0.6 | 0.5 | 0.0 | . | 12.4 | -5.1
28 | Cc1ccc(-c2ccc([C@H]3[C@H]4CN(C(=O)NC(C)C)CC(=O)N4[C@H]3CO)cc2)cc1 | -0.1 | -1.9 | . | 0.6 | 0.0 | 0.1 | . | 2.3
29 | CC(C)C[C@@H](CN1CCCC1CN1C(=S)NC[C@@H]1Cc1ccc(O)cc1)N1C[C@H](Cc2ccc(O)cc2)N(CCc2ccccc2)C1=S (some centres not stated) | 5.5 | 1.3 | -3.4 | -0.2 | 0.0 | . | 12.2 | -31.9
30 | COc1ccc(NC(=O)CCN2C(=O)NC3(CCCC3)C2=O)cc1Cl | 3.3 | 1.3 | 0.3 | . | 0.0 | 3.8 | -1.1 | 1.1
31 | O=C(C[C@H]1C=C[C@@H](NC(=O)C2CCC2)[C@@H](CO)O1)NCC1CC1 | -3.3 | -5.4 | -0.1 | -0.4 | 0.4 | 1.2 | -0.7 | -1.5
32 | CCC(C)[C@H](NC(=O)C1CC(=O)N(c2ccc3c(c2)OCO3)C1)C(=O)NC1CCCCC1 (some centres not stated) | 3.2 | 5.4 | 4.3 | -0.1 | 0.3 | 1.8 | -5.6 | -52.4
33 | Cc1cc(Cn2nnc(-c3ccc(Br)cc3)n2)cc(C)c1O | -2.0 | -3.9 | -9.9 | -0.4 | 0.0 | 2.3 | 1.1 | -1.8
34 | C[C@H]1CN([C@@H](C)CO)C(=O)c2cc(NC(=O)C3CCCCC3)ccc2O[C@@H]1CN(C)C(=O)Nc1ccc2c(c1)OCO2 | 1.0 | -4.1 | -2.1 | 6.8 | -0.1 | -0.9 | 0.9 | 4.9
35 | COc1ccccc1-c1ccc2c(c1)O[C@@H](CN(C)C)[C@@H](C)CN([C@@H](C)CO)S2(=O)=O | -5.1 | 1.7 | -3.9 | -0.4 | -1.1 | -3.9 | -1.1 | 19.0
36 | NS(=O)(=O)c1ccc(NC(=O)/C=C/c2cccs2)cc1 | -0.8 | -3.4 | 6.4 | 0.4 | -0.3 | 3.2 | . | 14.5
37 | CCOC(=O)Cn1c(=N)n(CCOc2ccc3ccccc3c2)c2ccccc21 | -1.7 | -2.3 | 1.0 | . | . | 1.7 | 3.1 | 25.0
38 | COCC(=O)Nc1ccc2c(c1)C(=O)N(C)C[C@H](OC)[C@@H](C)CN(C(=O)CC1CC1)[C@H](C)CO2 | -2.4 | -7.8 | 1.5 | 0.0 | 0.2 | -0.1 | -0.7 | -7.1
39 | COc1ccc(-n2c(SCc3cn4c(C)cccc4n3)nc3ccccc3c2=O)cc1OC | 0.0 | 3.0 | . | . | 0.0 | 0.6 | . | -10.6
40 | CCc1nc(SCc2ccccc2)n[nH]1 | -2.2 | 0.4 | -4.7 | . | 0.0 | -2.3 | 15.1 | -20.4
41 | Fc1ccc(CNC(=S)NCc2ccc(F)cc2)cc1 | 2.3 | -3.9 | . | 2.0 | -0.1 | -1.1 | -7.1 | -16.1
42 | COc1ccc(NC(=O)N(C)C[C@@H]2Oc3ccc(NC(=O)NC4CCCCC4)cc3C(=O)N([C@@H](C)CO)C[C@H]2C)cc1 | -7.0 | -1.3 | -6.9 | -5.9 | 0.3 | 3.8 | -3.8 | -3.6
43 | C[C@@H]1CN([C@@H](C)CO)C(=O)Cc2cc(NC(=O)Cn3cnnn3)ccc2O[C@@H]1CN(C)Cc1ccc(-c2ccccc2)cc1 | 6.8 | -1.2 | -1.0 | 1.7 | 0.0 | -1.1 | -5.2 | -52.1

# Compound activity (PubChem)
